# OXTR potentiate: human OXTR potentiators, primary screen, fluorescence, CHO-OTR cells, Fluo-8 calcium. activation, % at 3 µM. Fluo-8 calcium fluorescence, potentiator mode; 0% = oxytocin EC15, 100% = EC100. actives 0.061% (n = 320,000). Oxytocin receptor (Homo sapiens), P30559;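 active = activation above that plate's cutoff, the mean activation of tested compounds plus 3 SD, cut at about 6.6% in these data, passing the limit was not always enough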;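 note: 100% uses oxytocin at 75 nM as the full agonist control; some results filed as inactive read as strong as hits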
#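 Replication – single well per compound, singlicate · Assay system – CHO cell line stably expressing human OTR · Timing – 6 min pre-incubation, 100 s read · Measure – normalized max/min fluorescence ratio, % activation · Doses – 3.0 µM, one dose · Detection – Fluo-8 calcium dye fluorescence · Probe or stimulus – oxytocin near EC15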
# MEKK2mut PB1 HTS: MEK5 binding signal on mutant MEKK2 PB1, primary screen, biochemical, multiplex bead flow cytometry, Alexa488-MEK5 | Alexa488-MEK5 binding to MEKK2 mutant | percent response, % at 10 µM | actives 0.35% (n = 290,000); in the data active = percent response above about 24%, passing the limit was not always enough; note: inactives centre near 1; some results filed as inactive read as strong as hits
# MEKK2wt PB1 HTS: modulators of MEK5 binding to wildtype MEKK2, primary screen, biochemical, multiplex bead flow cytometry, Alexa488-MEK5. Mitogen-activated protein kinase kinase kinase 2 (Homo sapiens), Q9Y2U5. binding response (% of control), % at 10 µM. AID 1531, 2009. actives 1.1% (n = 290,000). Alexa488-MEK5 binding to MEKK2 WT; actives lie on both sides; in the data active = binding response below about 67% or above about 130%
# GalR3 antag: GalR3 antagonists in HEK293 cells, primary screen, cell-based, fluorescence readout; Galanin receptor type 3 (Homo sapiens), O60755; inhibition, % at 3 µM; actives 0.44% (n = 360,000); HEK293 GalR3-CNG cAMP membrane potential fluorescence; galR3 body fused to GalR1 C-terminus;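 active = inhibition above the screen-wide average plus 3 SD, cut at about 13% in these data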;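 note: forskolin and galanin both at EC90 stimulate the cells; cAMP rise reported by CNG channel membrane potential dye signal; 0% = forskolin plus galanin with DMSO and 100% = forskolin alone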
# Target sequence (O60755 1-299 limits assumed): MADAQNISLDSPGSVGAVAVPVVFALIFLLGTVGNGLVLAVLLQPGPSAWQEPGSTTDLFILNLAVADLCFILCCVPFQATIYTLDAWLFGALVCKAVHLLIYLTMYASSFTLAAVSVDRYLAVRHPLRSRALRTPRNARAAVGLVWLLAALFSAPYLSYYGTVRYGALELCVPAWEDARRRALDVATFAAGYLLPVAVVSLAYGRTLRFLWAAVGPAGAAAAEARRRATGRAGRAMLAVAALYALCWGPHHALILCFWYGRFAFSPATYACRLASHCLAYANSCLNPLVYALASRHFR
# PfM18AAP inh: PfM18AAP inhibitors, malaria aminopeptidase, primary screen, biochemical, QFRET, recombinant enzyme. M18 aspartyl aminopeptidase (Plasmodium falciparum 3D7). H-Glu-NHMec fluorogenic cleavage. inhibition, % at 7.35 µM. actives 1.2% (n = 290,000). AID 1822, 2009;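 active = inhibition above the campaign mean inhibition over all tested compounds plus 3 SD, cut at about 28% in these data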;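 note: 0% = plate median of test compound wells and 100% = 2 mM ZnCl2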
# V1R ag counter: agonists of human V1a receptor, primary screen, counter-screen for OXTR agonist project, fluorescence, CHO-V1R cells; Vasopressin V1a receptor (Homo sapiens), P37288; Fluo-8 calcium fluorescence, agonist mode; 0% DMSO, 100% 3 nM vasopressin; activation, % at 3 µM; actives 0.25% (n = 320,000); AID 2797, 2010;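 active = activation above the mean activation of all tested compounds plus 3 SD, per screening run, cut at about 20% in these data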;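 note: signal is peak over basal fluorescence ratio across a 100 second FLIPR read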
# Target sequence (P37288 whole entry, looked up): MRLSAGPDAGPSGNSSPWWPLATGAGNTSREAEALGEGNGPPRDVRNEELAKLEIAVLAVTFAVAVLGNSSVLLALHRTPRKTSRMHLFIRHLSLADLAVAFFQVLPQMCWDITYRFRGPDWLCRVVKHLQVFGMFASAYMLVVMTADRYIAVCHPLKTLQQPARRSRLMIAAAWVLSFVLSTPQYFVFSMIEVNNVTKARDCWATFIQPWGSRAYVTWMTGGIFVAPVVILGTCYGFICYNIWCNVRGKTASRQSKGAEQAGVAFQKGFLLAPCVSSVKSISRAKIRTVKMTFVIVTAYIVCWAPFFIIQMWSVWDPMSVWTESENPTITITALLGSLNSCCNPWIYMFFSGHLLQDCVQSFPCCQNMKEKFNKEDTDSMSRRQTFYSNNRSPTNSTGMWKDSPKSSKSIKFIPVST
# NALP1 inh: NALP1 inflammasome inhibitors in reconstituted yeast, colorimetric, S. cerevisiae, triplicate retest | actives 0.61% (n = 280,000) | AID 2071, 2009 | S. cerevisiae NALP1/ASC/caspase-1 growth, X-gal OD620, 72 h | inhibition, % at 10 µM; in the data active = inhibition mostly above about 24%, no sharp cut-off; inactive = mostly below about 32%; note: some compounds called inactive have numbers as strong as hits
# GPR7 antag: GPR7 receptor antagonists, primary screen, cell-based, fluorescence, single concentration. Neuropeptides B/W receptor type 1 (Homo sapiens), P48145. GPR7-expressing cells, fluorescence antagonist assay. inhibition, % at 4.4 µM. actives 1.1% (n = 290,000). AID 1861, 2009; in the data active = inhibition above about 16%, passing the limit was not always enough;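 note: cells stimulated with the agonist NPW; 0% = agonist with vehicle and 100% = vehicle without agonist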
# Target sequence (P48145 whole entry, looked up): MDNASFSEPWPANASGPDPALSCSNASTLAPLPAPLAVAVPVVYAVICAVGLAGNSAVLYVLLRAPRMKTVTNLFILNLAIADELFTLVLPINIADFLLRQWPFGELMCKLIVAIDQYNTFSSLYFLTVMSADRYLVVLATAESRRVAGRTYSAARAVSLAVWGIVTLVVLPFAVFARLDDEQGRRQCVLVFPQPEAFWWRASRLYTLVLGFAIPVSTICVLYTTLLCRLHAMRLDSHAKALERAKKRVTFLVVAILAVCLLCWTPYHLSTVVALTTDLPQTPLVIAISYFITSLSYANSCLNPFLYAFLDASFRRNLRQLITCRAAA
# OXTR agonist: human OXTR agonists, primary screen, fluorescence, CHO-OTR cells, Fluo-8 calcium; Fluo-8 calcium fluorescence; normalized: DMSO 0%, oxytocin 100%; actives 0.32% (n = 320,000); Oxytocin receptor (Homo sapiens), P30559; activation, % at 3 µM;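 active = activation above the mean of all tested compounds plus 3 SD, cutoff set per screening run, cut at about 20% in these data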;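 note: peak over basal fluorescence ratio from a 100 s FLIPR kinetic read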
# Starred values were filed as active, the others as inactive; x = no result given.
SMILES,OXTR potentiate,MEKK2mut PB1 HTS,MEKK2wt PB1 HTS,GalR3 antag,PfM18AAP inh,V1R ag counter,NALP1 inh,GPR7 antag,OXTR agonist
COc1cc(Cl)ccc1OCc1cc(C(=O)N(C)Cc2nnc(C)o2)no1,-8,9,114,-3,-1,0.2,6,-20,0.1
CCCCC(CC)C(=O)Nc1cc([N+](=O)[O-])ccc1F (stereo not drawn),2,-1,101,-4,0,-1.7,-7,-5,-1.1
CC(C)CN1CCC(CNC(=O)CCc2nnc(Cc3c[nH]c4ccccc34)o2)CC1,-8,-13,99,2,-9,-0.2,16,-2,-0.7
O=c1[nH]c(=O)n(Cc2ccccc2)c2nc(-c3ccc(C(F)(F)F)cc3)n(CCO)c12,-7,11,105,-6,-12,-0.2,16,-9,1.0
O=[N+]([O-])c1cccc(-c2cn3nc(-c4ccccc4)c(-c4ccccc4)nc3n2)c1,-8,-14,67,-2,6,0.8,11,-13,2.0
O=c1[nH]n(-c2ccccc2)c(=O)c2ccccc12,-10,x,x,2,5,1.5,31,-10,-0.5
CN(Cc1nc(-c2cnccn2)no1)C1CC(C)(C)NC(C)(C)C1,-13,-6,102,-1,-3,2.2,9,-8,-0.2
COc1cccc(C(=O)Nc2nnc(Cc3ccc(OC)c(OC)c3)s2)c1,-1,-10,77,0,-4,1.2,x,6,-0.6
O=C(COC(=O)c1ccccc1OCc1ccc(Cl)cc1)NC1CC1,-5,4,103,-8,-2,-2.4,2,4,-2.3
COC(C(=O)Nc1ccnn1C1CCN(Cc2cccc(C)n2)CC1)c1ccccc1 (stereo not drawn),-2,-6,99,-3,-2,0.9,22,5,0.7
CC(C)c1ccc(NC(=O)CSc2nc3ccsc3c(=O)n2CCC(=O)O)cc1,-5,-1,100,0,-5,-0.5,1,-7,0.2
COc1cccc(C(=O)NCC2CCCN2S(=O)(=O)c2cccs2)c1 (stereo not drawn),-3,x,x,-4,x,0.2,x,x,-0.4
COc1cc(OC)cc(C(=O)N2CCC(C(=O)NCCc3ccccc3)CC2)c1,-8,0,99,-7,-17,0.6,19,13,-0.4
O=C(Nc1ccccc1Cl)N1CCN(Cc2ccc3c(c2)OCO3)CC1,-1,2,103,-5,-13,0.5,-10,-11,1.1
Nn1c(SCC(=O)NC2CCCC2)nnc1-c1ccccc1F,-5,9,108,4,3,1.1,-8,-5,-0.7
NC(=O)Cn1cnc(-c2ccccc2)c1,-11,0,100,-2,-3,0.8,4,-2,0.2
COCCCNc1nc2c([nH]1)c(=O)[nH]c(=O)n2C,-3,-10,85,0,23,-0.2,2,-1,0.7
COC(=O)c1ccc(C)c(NC(=O)CCc2ccc(OC)c(OC)c2)c1,-3,14,107,-3,-2,0.3,22,-19,-0.6
Cc1ccc([N+](=O)[O-])cc1NC(=O)CCSc1ccc(Cl)cc1,-13,10,103,-4,-4,2.4,39,-2,-1.1
CCCn1c(N)c(C(=O)CN(C)CC(=O)Nc2ccccc2C(F)(F)F)c(=O)[nH]c1=O,1,x,x,-4,x,0.2,x,x,-0.6

# Three of the entries above in order of their number in GPR7 antag, highest first.
molecule,MEKK2mut PB1 HTS,MEKK2wt PB1 HTS,GalR3 antag,PfM18AAP inh,NALP1 inh,GPR7 antag
O=C(COC(=O)c1ccccc1OCc1ccc(Cl)cc1)NC1CC1,4,103,-8,-2,2,4
NC(=O)Cn1cnc(-c2ccccc2)c1,0,100,-2,-3,4,-2
O=C(Nc1ccccc1Cl)N1CCN(Cc2ccc3c(c2)OCO3)CC1,2,103,-5,-13,-10,-11

# Full records from above:
# Record of CCCn1c(N)c(C(=O)CN(C)CC(=O)Nc2ccccc2C(F)(F)F)c(=O)[nH]c1=O : OXTR potentiate = 1; MEKK2mut PB1 HTS = x; MEKK2wt PB1 HTS = x; GalR3 antag = -4; PfM18AAP inh = x; V1R ag counter = 0.2; NALP1 inh = x; GPR7 antag = x; OXTR agonist = -0.6
# Record of Nn1c(SCC(=O)NC2CCCC2)nnc1-c1ccccc1F : OXTR potentiate = -5; MEKK2mut PB1 HTS = 9; MEKK2wt PB1 HTS = 108; GalR3 antag = 4; PfM18AAP inh = 3; V1R ag counter = 1.1; NALP1 inh = -8; GPR7 antag = -5; OXTR agonist = -0.7

# Remaining list, next part.
SMILES,OXTR potentiate,MEKK2mut PB1 HTS,MEKK2wt PB1 HTS,GalR3 antag,PfM18AAP inh,V1R ag counter,NALP1 inh,GPR7 antag,OXTR agonist
N#CCSc1ccc(S(=O)(=O)N2CCOCC2)cn1,0,x,x,-2,x,1.0,x,x,1.0
O=C(c1ccncc1)N1CCc2ccccc2C1,-7,-3,98,-1,-10,0.1,8,-16,-0.6
Cc1c(C)[n+](=O)c2c(n1[O-])C(Br)CCC2Br (stereo not drawn),-2,-10,92,-5,-12,-0.2,18,-13,0.1
O=C(COc1ccc(Cl)cc1)NCCNc1ccc([N+](=O)[O-])cc1,-7,2,101,-11,-6,7.6,21,52*,2.6
CN(CC(=O)Nc1cccc(F)c1)CC(=O)NC(c1ccccc1)c1ccccc1,0,x,x,-10,x,0.8,x,x,-1.3
CC1CN(C(=S)Nc2ccc(F)cc2F)CC(C)O1 (stereo not drawn),-4,-9,93,0,0,0.5,4,-15,0.6
C=CCN1C(=O)c2ccc(C(=O)NCCOc3ccccc3F)cc2C1=O,-2,x,x,2,x,0.2,x,x,-0.9
Cc1onc(-c2ccccc2)c1C(=O)N(C)CC(=O)Nc1ccc(F)c(F)c1F,4,x,x,-3,x,1.0,x,x,0.8
FC(F)(F)c1ccccc1CN1CCN(C2CCCCCC2)CC1,-7,-2,99,-9,11,0.7,41,20*,-0.3
O=C(O)c1cccc(NC(=S)N/N=C/c2cccc(O)c2)c1,-7,-3,94,-1,50*,0.4,-45,5,-0.5
COc1ccc(C(=O)NCCCc2ccccc2)cc1OC,-14,-2,95,-9,4,0.1,-50,1,-1.2
COc1ccccc1NC(=O)CC(=O)CSc1nnc(-c2ccc(C)cc2)n1-c1ccccc1,-4,-2,102,0,10,-0.2,-3,-12,-1.5
Oc1cccc(Nc2c3ccccc3nc3ccccc23)c1,-5,14,118,-9,37*,2.5,-9,-7,7.9
C[C@H](CO)N1C[C@H](C)[C@@H](CN(C)CC2CCCCC2)Oc2c(NC(=O)Cc3ccccc3)cccc2C1=O,0,x,x,-7,x,-0.4,x,x,-0.2
Cc1ccc2[nH]c(=O)c(CN(CCCN(C)C)C(=S)NCCc3ccccc3)cc2c1,-24,9,124,-7,4,-0.1,5,20,3.0
CC(=O)Nc1ccc(S(=O)(=O)NC2CC(=O)N(c3ccc4c(c3)OCCO4)C2)cc1 (stereo not drawn),-11,x,x,-3,x,-0.7,x,x,-0.7
CCc1nnc(SCC(=O)Nc2nccs2)n1CC,-11,0,101,-2,-17,0.2,18,-14,-0.1
O=C(Nc1ccccc1C(=O)Nc1ccncc1)c1ccccc1,-6,-6,95,-7,-2,1.4,9,6,0.2
O=C1CC(c2ccco2)CC(O)=C1C=NCCN1CCN(C(=O)Nc2ccc(Cl)cc2)CC1 (stereo not drawn),-2,-2,105,2,2,1.6,17,-8,0.9
Clc1nnc(Cl)c2c1ncn2Cc1ccccc1,-2,8,106,-13,-2,0.5,4,3,1.2
O=C(NCCN1CCOCC1)c1cc([N+](=O)[O-])ccc1Cl,-7,3,111,-9,16,0.3,7,-13,0.5
COCCn1c(C(C)C)nc2oc3ccccc3c(=O)c2c1=O,-3,0,97,-3,-2,-0.3,5,-9,-0.2
Cc1c(NC(=O)Nc2ccccc2[N+](=O)[O-])c(=O)n(-c2ccccc2)n1C,-9,2,104,-8,-15,1.3,26,8,-0.6
CN(Cc1nc(-c2cccc(Cl)c2)no1)C1CCOCC1,-3,7,107,2,5,2.8,-6,-9,2.7
CCC(=O)OCn1nnc2ccccc2c1=O,-26,-2,103,-3,0,0.2,26,-8,-0.1
COc1ccc(C)cc1NC(=O)CNC(C)C(=O)Nc1ccc(C(C)=O)cc1 (stereo not drawn),-14,-3,107,-10,2,2.0,16,9,0.3
Cc1ccc(C(=O)NCC(c2ccco2)N2CCc3ccccc3C2)cc1C (stereo not drawn),-1,x,x,-3,x,-1.4,x,x,-2.0
Clc1nc(CN2CCCCC2)nc2sc3c(c12)CCCC3,-6,-4,96,-1,0,-0.8,20,4,1.3
CCN1C(=O)N[C@@H](c2ccccc2)C(C(=O)OC)=C1C,-2,0,104,-8,x,-0.4,x,x,-2.1
Cc1ccc(C(=O)N2N=C(c3ccc(Br)cc3)CC2c2ccccc2O)cc1 (stereo not drawn),5,-2,91,-7,2,0.8,3,-35,2.4
Cc1csc(SCC(=O)N2CCN(S(=O)(=O)c3ccccc3)CC2)n1,-6,x,x,-3,8,0.2,10,-1,-1.7
CCc1nnc(NC(=O)CSc2nnc(-c3ccncc3)n2Cc2ccccc2)s1,x,2,100,x,-3,x,26,-5,x
N#Cc1c(SCC(=O)N2CCOCC2)nsc1SCC(=O)N1CCOCC1,-13,12,114,-2,7,1.5,19,-9,1.1
C/C(CC(=O)C(F)(F)F)=N\NC(=O)/C(C#N)=C/N(C)C,-9,-14,72,-4,23,-0.1,-16,-2,1.1
Nc1ccc(C(=O)OCC(=O)Nc2cc([N+](=O)[O-])ccc2F)cc1,-11,4,102,-4,1,0.4,16,22,1.2
CC(C)(C)C(=O)Cn1c(=O)n(CC2CCCO2)c(=O)c2ccccc21 (stereo not drawn),-3,-2,93,-6,-3,-0.7,27,-8,-1.3
COc1cccc(CNC(=O)c2ccc(NC(=O)C3=CSCCO3)cc2)c1,-4,1,99,-4,2,2.1,-5,-2,1.2
COc1cccc(C2NC(C)(C(=O)O)C3C(=O)N(C(C)C)C(=O)C23)c1O (stereo not drawn),-1,0,100,0,1,0.4,0,-15,1.6
COc1ccc2nc(COC(=O)c3cccs3)c(C(C)=O)[n+]([O-])c2c1,-4,-10,95,-1,3,1.9,-18,2,-1.1

# Some entries already given with just V1R ag counter:
molecule,V1R ag counter
CCN1C(=O)N[C@@H](c2ccccc2)C(C(=O)OC)=C1C,-0.4
O=C(NCCN1CCOCC1)c1cc([N+](=O)[O-])ccc1Cl,0.3
COc1ccc2nc(COC(=O)c3cccs3)c(C(C)=O)[n+]([O-])c2c1,1.9

# Compound activity as filed in PubChem BioAssay.

# This is a random part of the collection. Share with any hit: about 4.1%.
